Bioassay records as filed in PubChem.
S3 lipid droplet = qHTS Assay for Lipid Storage Modulators in Drosophila S3 Cells; Drosophila S3 cells, BODIPY lipid droplet fluorescence, 18-24 h; cells fed with added oleic acid; Potency in µM for hits, for the others lipid storage change, negative = inhibition, % at the top dose, mostly 46.1 µM; actives 0.64% (n = 320,000); AID 2685; active means well fitted inhibition curve with a large enough effect in the signal ratio, with a control signal flat, not every such curve was filed as active; inconclusive means small, poorly fitted or top-dose-only effect, or effect the other way, or a change in a side signal; the % refers to the signal ratio
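Laser-scanning cytometry quantifies lipid droplet accumulation (500–530 nm total intensity; droplet/cell object ratio) in oleic acid-fed (400 uM added) Drosophila S3 cells treated with a concentration series. 20 uM Triacsin C defined 100% inhibition.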
S3 lipid droplet cell count max = also measured in S3 lipid droplet; calls as there; cell number change, %; measured here: cell count max response;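 cells counted by Cell Tracker Red CMTPX staining in the red channel; peak over a dose series mostly up to 46.1 µM; percent activity relative to internal control wells on each plate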
The depositor's hits bear a star; i = inactive; ? = inconclusive; . = not tested or not shown; [ ] = another dose, or the depositor's remark. On the % scale 0 is the no-effect control and ±100 the full control effect; potency means the concentration at half of the fitted maximal effect. A portion of the library; count on the stated rates, not on these rows.

Start of the listing, in advance (2 entries):
S3 lipid droplet cell count max,S3 lipid droplet,structure
20,10%,COc1ccc(C(=O)N(Cc2ccccc2)c2ccc(C)cc2)cc1S(=O)(=O)N1CCOCC1
-3,1%,Cc1noc(NC(=O)c2ccccc2Cl)c1C#N

All compounds of this part, previewed entries included:
S3 lipid droplet cell count max,S3 lipid droplet,structure
20,10%,COc1ccc(C(=O)N(Cc2ccccc2)c2ccc(C)cc2)cc1S(=O)(=O)N1CCOCC1
-3,1%,Cc1noc(NC(=O)c2ccccc2Cl)c1C#N
.,?,Cc1cccc(C)c1NC(=O)c1sc(Cl)nc1C
.,?,COc1ccc(-c2nn(-c3ccccc3)cc2/C=C2/SC(=S)N(CCC(=O)O)C2=O)cc1
12,2%,CN(CC(=O)Nc1ccccc1-c1ccccc1)Cc1ccccc1Cl
.,?,CC(C)(C)NC(=O)CN(Cc1ccc2c(c1)OCO2)C(=O)CCC(=O)Nc1nccs1
.,?,Brc1ccc(-c2nc(-c3ccncc3)no2)cc1
.,8%,Cc1c(-c2cc(C(=O)O)no2)cnn1C
.,?,Cc1ccc(S(=O)(=O)N(C)C)cc1NC(=S)NCCCn1ccnc1
8,i,COC(=O)c1ccc(/C=C2/C(=O)Oc3ccccc32)cc1
.,i,CCn1cc(C(=O)OCC(=O)OC2CC(C)CCC2C(C)C)c(=O)c2ccc(C)nc21 (configuration not stated)
-29,-7%,CC(C)(C)NC[C@H](O)COc1cccc2c1CCCC2=O
.,?,CCN(CC)S(=O)(=O)c1ccc(NC(=O)Nc2cccc(C(F)(F)F)c2)cc1
13,5%,CC(C)=CC(=O)Nc1nnc(-c2ccccc2C)s1
.,?,O=[N+]([O-])c1ccc(CCNc2cccc3ccccc23)c([N+](=O)[O-])c1
5,3%,COc1ccccc1NC(=O)Nc1ccc(F)c(F)c1
.,i[0.0737 µM],Cc1cccc(NS(=O)(=O)c2cccc(C(=O)N3CCCC3)c2)c1
.,?,Cc1ccc(-n2ccnc(SCC(=O)NC3CCCCC3)c2=O)cc1F
.,?,c1ccc(CSc2nnc3ccc(-c4ccncc4)nn23)cc1
4,i,CCCN(CCC)CCCNC(=O)Cn1cnc2sc(C)c(S(=O)(=O)N3CCC(C)CC3)c2c1=O
.,?,COc1cccc2c(SCC(=O)N/N=C/c3ccc(O)c(O)c3)cc(C)nc12
.,?,O=C(NCc1ccccc1)c1ccc(CN(c2ccccn2)S(=O)(=O)c2ccccc2)cc1
.,?,Cc1cccc(OCCOC(=O)Nc2ccccc2)c1
.,?,O=C(NC1CCSC1)c1cccc(Cl)c1 (configuration not stated)
.,?,O=c1[nH]c(C2CCN(S(=O)(=O)/C=C/c3ccccc3)CC2)nc2c1nnn2Cc1ccc(F)cc1
.,?,CCOC(=O)c1sc2nc(C)c3c(c2c1N)CC(C)(C)OC3
-22,-1%,CC(C)CNC(=O)c1cccc(NC(=O)COc2cccc([N+](=O)[O-])c2)c1
.,?,CCC(=O)c1c[nH]c(C(=O)NCc2ccco2)c1
.,?,CCNc1nc(Cl)nc(-c2cn(-c3ccccc3)c3ccccc23)n1
.,?,Cc1ccc(S(=O)(=O)N(C)C)cc1NC(=S)NNC(=O)C(N)=O
.,27%,COc1ccccc1C(=O)NC(CCSC)C(=O)NNC(=O)c1ccccc1C (configuration not stated)
19,13%,CCn1ccnc1CN1CCc2c([nH]c3ccccc23)C1CC(C)C (configuration not stated)
.,?,CCOC(=O)c1nc2c(ccc3ccccc32)cc1C
.,?,COc1ccc(CCCC(=O)Nc2ccc(F)cc2)cc1
-12,-11%,O=C(Nc1ccc2nc(C3CC3)n(Cc3ccccc3)c(=O)c2c1)C1CC1
0,9%,N#Cc1cnc2cc(-c3ccccc3)nn2c1N

Some of the entries above in a different format.
| structure | S3 lipid droplet cell count max | S3 lipid droplet |
| --- | --- | --- |
| CC(C)CNC(=O)c1cccc(NC(=O)COc2cccc([N+](=O)[O-])c2)c1 | -22 | -1% |
| CCOC(=O)c1sc2nc(C)c3c(c2c1N)CC(C)(C)OC3 | . | ? |

(more compounds)
S3 lipid droplet cell count max,S3 lipid droplet,structure
.,?,C=C(C)c1cccc(C(C)(C)NC(=O)Nc2ccc(OC)cc2)c1
2,-15%,NC(=O)CNC(=O)c1cccc(Cl)c1
.,?,COCC(=O)NC1CCN(C(=O)NCc2ccccc2)CC1
2,5%,CSc1ncc(Cl)c(C(=O)Nc2c(C)cccc2C)n1
5,1%,CC1CCN(CCNC(=S)Nc2ccc(Cl)cc2)CC1
.,?,O=C(CN1CCCCC1)NNc1nc(-c2ccccc2)c2cc(Cl)ccc2n1
0,22%,Cc1cc(/C=N/Nc2nc(N)ncc2[N+](=O)[O-])c(C)n1-c1cccc(C(F)(F)F)c1
.,?,CCc1cc2cc3c(cc2nc1SCC(=O)Nc1c[nH]c(=O)[nH]c1=O)OCO3
.,?,CN(CC(=O)Nc1ccc(F)cc1)C(=O)c1ccccc1Sc1ccccc1C#N
.,?,CN(/N=C/c1cc(Cl)cc(Cl)c1O)C(=S)NC(C)(C)C
3,12%,Cc1cc(Nc2ncc(Cl)cc2Cl)n(-c2ccccc2C)n1
.,?,COC1=C/C(=C/c2c(N)n3nc(CC(=O)N4CCCC4)sc3nc2=O)C=CC1=O
.,?,O=C(NC1CCCCC1)c1ccc(S(=O)(=O)NCc2ccco2)cc1
-2,18%,O=C(Nc1ccc(F)cc1Cl)c1ccc2c(=O)n3c(nc2c1)CCCCC3
.,?,O=C(Oc1ccc(Nc2ncnc3ccccc23)cc1)c1cccnc1
.,?,CN(Cc1ccccc1)C(=O)CCC1CCN(C(=O)c2ccccc2C(F)(F)F)CC1
-2,i,Cn1c(=O)n(-c2cccc(Cl)c2)c(=O)n1C
.,?,CN(Cc1ccc(F)cc1)Cc1nc(-c2ccccc2)no1
-7,-3%,C=CCOc1cccc(C2/C(=C(/O)c3ccc(Cl)cc3)C(=O)C(=O)N2CCN2CCOCC2)c1 (configuration not stated)
14,16%,COc1ccc(C2Nc3cc(OC)ccc3-n3cccc32)cc1 (configuration not stated)
5,-6%,CN(c1ccccc1C(=O)Nc1ccc(F)c(F)c1)S(C)(=O)=O
13,4%,CN(C)c1ccc(/C=C2/C=C(c3ccc4c(c3)CCCC4)OC2=O)cc1
.,?,CCS(=O)(=O)c1ccc2oc(SCC(=O)NCCc3ccc(OC)cc3)nc2c1
.,?,COc1cc(NC(=O)CS(=O)(=O)c2ccc(C)cc2)cc(OC)c1OC

A section from the list above, for reference:
S3 lipid droplet cell count max,S3 lipid droplet,structure
.,?,Cc1ccc(-n2ccnc(SCC(=O)NC3CCCCC3)c2=O)cc1F
.,?,c1ccc(CSc2nnc3ccc(-c4ccncc4)nn23)cc1

Following part.
S3 lipid droplet cell count max,S3 lipid droplet,structure
12,14%,O=[N+]([O-])c1cccc(/C=N/Nc2nc(N3CCOCC3)nc(N3CCOCC3)n2)c1
.,?,CC(C)(C)NCc1cc2ccccc2[nH]c1=O
3,9%,S=C(Nc1ccccc1Cl)NC1CCN(Cc2ccccc2)CC1
.,?,O=C(Nc1nc2ccccc2c(=O)[nH]1)c1ccccc1SCc1ccccc1
-4,15%,COc1ccc(C(C)=O)cc1CSc1ccccn1
.,?,CC(Cc1ccccn1)NC(=O)c1ccc(OC2CCN(Cc3ccccn3)CC2)cc1 (configuration not stated)
7,-24%,Cn1c(=O)n(CC(=O)O)c(=O)c2c1nc1n2CCCN1Cc1ccccc1
.,?,CC1CC(C)(C)NC(=S)N1CCCC(=O)NCCc1ccc(Cl)cc1 (configuration not stated)
.,?,COc1ccc(NS(=O)(=O)c2ccc(-c3coc(C)n3)cc2)c(OC)c1
-3.9*,3.7µM*,CCCC(C(=O)NCCC(C)C)N(Cc1ccccc1)C(=O)c1snc(C(N)=O)c1N (configuration not stated)
.,?,CCCC(=O)NC(C)C(c1cccs1)N1CCN(C)CC1 (configuration not stated)
.,?,O=C(/C=C/c1ccco1)NC(=S)Nc1cccc(C(=O)O)c1
.,?,COc1ccc(-c2nnn(CC(=O)N(CC(=O)NC3CCCC3)Cc3ccco3)n2)cc1OC
.,?,O=C(NC1CCCCC1)N(CCO)Cc1cc2cc3c(cc2[nH]c1=O)OCCO3
4,10%,O=C(CN1C(=O)NC2(CCCC2)C1=O)OCc1ccc(F)cc1
.,?,CCCC(=O)NC(c1ccc(OC)cc1)c1ccc2cccnc2c1O (configuration not stated)
.,?,O=C(NCCN1CCOCC1)c1cn(CCc2ccccc2)nn1
.,?,Cc1ccccc1-c1nc(CS(=O)(=O)CC(=O)NCc2ccc(F)cc2)c(C)o1
.,-20%,O=C(O)CN1C(=O)c2ccc(Oc3ccc4c(c3)C(=O)N(CC(=O)O)C4=O)cc2C1=O
1,-9%,CC(C)N1CCN(Cc2ccc(C#CC(C)(C)O)s2)CC1CCO (configuration not stated)
.,?,COC(=O)c1sccc1S(=O)(=O)Nc1ccc(S(N)(=O)=O)cc1
6,27%,COc1ccc(CN2CCN(Cc3ccccc3)C(CCO)C2)cc1OC (configuration not stated)
.,?,CCOc1ccc(CCNC(=O)COC(=O)COc2cc(C)cc(C)c2)cc1OCC
-26,1%,CCOC(=O)c1cccc(NC(=O)c2cnc3ccccc3n2)c1
0,-3%,Cc1cccc(NC(=O)CCSc2nc(C)cc(C)n2)c1
.,24%,O=C(O)c1ccc2[nH]c3c(c2c1)CSCC3
.,12%,CC1=Nc2ccccc2N=C(NC(=O)/C=C/C(=O)O)C1c1ccccc1 (configuration not stated)
.,?,COc1ccc([C@H]2CC(=O)C=C(c3cccc(C(C)C)c3)C2)cc1OC
2,-5%,O=C(Cc1ccccc1)N1CCN(C(=O)c2ccc([N+](=O)[O-])cc2)CC1
-14,i,COc1cccc(-c2nn(C)c3sc(C(=O)NCc4ccc(C)o4)cc23)c1
.,?,O=C1CN=C(Nc2cccc(C(F)(F)F)c2)N1C1CCCC1
-9,8%,Cc1ccc(NC(=O)O/N=C2\CCCCC2c2ccc([N+](=O)[O-])cc2[N+](=O)[O-])cc1 (configuration not stated)
6,22%,CC1(C)S[C@@H]2[C@H](NC(=O)COc3ccccc3)C(=O)N2C1C(=O)OCc1cc2ccccc2n1S(=O)(=O)c1ccccc1 (some centres not stated)
-1,9%,O=C1C2CCCCN2C(=O)N1CCCCN1CCN(c2ccc(F)cc2)CC1 (configuration not stated)
.,?,O=C(Oc1cccc(-n2cnnn2)c1)c1ccccc1
27,-1%,COc1ccc(N2C(=O)CCC(C(=O)NCc3ccccn3)C2c2ccc(F)cc2)cc1 (configuration not stated)
-6,-1%,COc1ccc(NC(=O)Nc2cccs2)cn1
10,-3%,CCNC(=S)NNC(=O)CCn1c2ccccc2c2ccccc21
-19,-11%,COc1ccccc1Cn1c(=S)[nH]c2cc(C(=O)NCC3CCCO3)ccc2c1=O (configuration not stated)
.,?,CCCCNS(=O)(=O)NC(=O)C1=C(N2CCCC2)COC1=O
.,?,CC(NC(=O)c1cc2c(cc1Cl)N1CCCCCC1=NS2(=O)=O)c1ccc(S(N)(=O)=O)cc1 (configuration not stated)
4,9%,Cc1ccc(CNC(=O)CN(C(=O)C2(C)CC(=O)N=C3C=CC=CN32)c2ccccc2F)cc1 (configuration not stated)
-3,6%,OCC1(CCCc2ccccc2)CCN(Cc2cc(F)ccc2F)CC1
.,?,COc1ccc2sc(NCc3ccccc3)nc2c1
12,1%,COc1ccc(OCC(=O)Nc2c3c(nn2C(C)(C)C)CSC3)cc1
.,i,O=c1c2ccccc2ncn1-c1ccc(Cl)cc1Cl
.,?,COC(=O)[C@@]12CCCN1[C@H](c1ccc(SC3CCCCC3)cc1)[C@H]1C(=O)N(C)C(=O)[C@H]12
.,?,CC1=CC(=C(C#N)C#N)c2ccccc2N1C
.,?,CNC(=O)CSc1ncnc2c1cnn2-c1ccccc1
.,?,O=C(CSc1cccc[n+]1[O-])Nc1ccc2c(c1)OCCO2
12,4%,CCN(CC(=O)Nc1ccc2c(c1)OCCO2)CC(=O)Nc1ccc2c(c1)OCO2
1,0%,O=C(CN1C(=O)C2CCCCC2C1=O)N1CCN(c2ccc(F)cc2)CC1 (configuration not stated)
1,6%,CO/N=C/c1ccc(Sc2ccc(C)cc2)c([N+](=O)[O-])c1
.,?,COC(=O)c1sccc1NC(=O)c1ccccc1
-17,1%,COCCn1c(SCC(=O)c2c[nH]c3ccccc23)nnc1-c1ccncc1
.,?,Cc1ccccc1-c1cccc(CN2CCN(C)C(CCO)C2)c1 (configuration not stated)
-11,-7%,CCNc1nc(NC(C)(C)C)nc(N2CCCC2)n1
1,6%,CCN(C(=O)c1cccnc1)c1ccccc1
-6,-15%,COC(=O)c1ccc(NC(=O)C2CC2)o1
7,i,O=C(/C=C/c1ccc(Cl)cc1)N1CCOCC1
.,?,Fc1cccc(/C=N/NC(=S)Nc2ccccc2Cl)c1

One compound at a time (already shown).
CCNc1nc(NC(C)(C)C)nc(N2CCCC2)n1 is listed with S3 lipid droplet cell count max = -11; S3 lipid droplet = -7%
COC(=O)c1ccc(NC(=O)C2CC2)o1 is listed with S3 lipid droplet cell count max = -6; S3 lipid droplet = -15%
